Source: PubChem
USP2a inh = USP2a (human) protease inhibition; O75604; USP2 core, Ub-CHOP2 coupled fluorogenic reporter, 485/531; Potency, µM (titrated, usually from 38.3 µM), inactives show top-dose activity change, negative = inhibition, actives largely listed as inhibitors; actives 0.01% (n = 330,000);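 also: potency is read from the fitted curve at half-maximal effect; plate controls were DMSO wells for no effect and full inhibition by NEM control for full effect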
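USP2 core (10nM final) preincubated 30min RT with compound in 20mM Tris-HCl pH 8.0, 2mM CaCl2, 2mM beta-mercaptoethanol, 0.05% CHAPS; 25nM Ub-CHOP2 plus 25nM reporter substrate added, fluorescence (Ex485/Em531) read after 60min.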
uPA generation = cell surface uPA generation inhibition | cell surface uPA generation assay, qHTS | actives 0.31% (n = 330,000) | Potency, µM (top dose mostly 38.3 µM), inactives show top-dose activity change, negative = inhibition, actives largely listed as inhibitors | AID 540303; active = well fitted inhibition curve with a large enough effect; inconclusive = small, poorly fitted or top-dose-only effect; inactive = no such curve, though single readings can be large or run the other way; tested in mouse RAW 264.7 cells; also: potency is read from the fitted curve at half-maximal effect; nearly all actives have a fitted effect of over 55% in size
KCNH2 3.1 block = KCNH2 3.1 (human) potassium channel inhibition; U2OS KCNH2 3.1, thallium flux FluxOr; hits give low values; activity change, % (tested at about 1.8 µM); actives 0.95% (n = 340,000); AID 720553;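 active = maximum activity change below -70%; inconclusive = maximum activity change from -70% to -50%; inactive = maximum activity change above -50%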;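 also: thallium influx rate constant from kinetic fluorescence after stimulation buffer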
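Normalized rate constant (relative to positive and negative DMSO controls) derived from a 2 min kinetic fluorescence read after stimulation; U2OS cells expressing the 3.1 isoform via virus at 1.77 x 10^8 /mL.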
PKM2 activator = increases activity of human pyruvate kinase M2; P14618; purified PKM2, Kinase-Glo ATP luminescence, activation; response scale: 0% is enzyme alone, no compound; Potency, µM (highest dose often 57.5 µM), inactives show at the highest dose activation, actives largely listed as activators; actives 0.34% (n = 260,000); also: potency is read from the fitted curve at half-maximal effect; nearly all actives have a fitted effect of over 55% in size
Target sequence (P14618 whole entry, looked up): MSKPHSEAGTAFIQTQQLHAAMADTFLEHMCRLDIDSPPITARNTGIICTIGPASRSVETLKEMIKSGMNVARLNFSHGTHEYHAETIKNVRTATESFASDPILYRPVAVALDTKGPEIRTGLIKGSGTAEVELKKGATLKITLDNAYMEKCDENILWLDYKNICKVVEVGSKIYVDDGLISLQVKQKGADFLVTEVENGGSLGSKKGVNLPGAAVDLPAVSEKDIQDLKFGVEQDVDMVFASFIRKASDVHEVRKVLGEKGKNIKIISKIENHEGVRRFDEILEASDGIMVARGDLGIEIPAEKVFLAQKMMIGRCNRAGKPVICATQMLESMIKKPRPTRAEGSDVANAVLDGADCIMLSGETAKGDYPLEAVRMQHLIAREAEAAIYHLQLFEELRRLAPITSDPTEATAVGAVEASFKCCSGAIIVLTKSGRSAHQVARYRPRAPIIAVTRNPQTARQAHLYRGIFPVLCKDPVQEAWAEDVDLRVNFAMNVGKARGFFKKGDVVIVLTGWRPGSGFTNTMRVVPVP
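Purified hPK-M2 (>95%) run at intermediate activity with 0.1 mM ADP and 0.5 mM PEP in 50 mM imidazole pH 7.2, KCl, MgCl2; 1 h room temperature. ATP formed read by Kinase-Glo luminescence; normalized to uninhibited and no-enzyme controls.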
Chronic BCR inh = blocks chronic active B-cell receptor signaling; ABC-DLBCL IkBa-CBG/CBR reporter, luminescence ratio, 4 h; Potency, µM (highest dose often 46.1 µM), inactives show top-dose ratio change, negative = lower green/red ratio, usual class: inhibitors; actives 0.05% (n = 340,000); AID 493014; active = well fitted inhibition curve with a large enough effect in the signal ratio, with a control signal flat, not every such curve was filed as active; inconclusive = small, poorly fitted or top-dose-only effect, or effect the other way, or a change in a side signal; the % refers to the signal ratio;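 also: potency is read from the fitted curve at half-maximal effect; plate controls were basal doxycycline-induced cells for no effect and cells given 10 µM MG132 for full effect; MG132 reads +100%, hits lower the ratio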
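Doxycycline induced both beetle luciferases in TMD8 lymphoma cells; IKK-driven degradation limits the IkappaBalpha-fused green signal, while red luminescence normalises for cell number and nonspecific effects. Compounds tested up to 46 uM, 4 hrs.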
Giardia kill = kills Giardia lamblia; Giardia lamblia trophozoite viability; activity change, % at 7.66 µM, hits read low; actives 0.15% (n = 340,000); AID 540267; in the data active = activity change below about -80%; inconclusive = between about -30% and that limit;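 also: parasites exposed to compound for two days anaerobically before the ATP read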
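Media and compound were dispensed first, then trophozoites at 100 cells/well; plates sat 48 hrs at 37 deg C without oxygen before ATP luminescence reagent was added and read after 15-30 min at room temperature.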
B2AR arrestin = recruits beta-arrestin to the human beta2-adrenergic receptor; Potency, µM (titrated, usually from 46.1 µM), without a hit: top-dose activation, usual class: activators; beta-arrestin recruitment to beta2AR, cell-based reporter; P07550; actives 0.02% (n = 330,000);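 also: potency is read from the fitted curve at half-maximal effect; 0% = DMSO controls and full agonism = EC100 isoproterenol or metaproterenol; nearly all actives have a fitted effect of over 65% in size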
Target sequence (P07550 whole entry, looked up): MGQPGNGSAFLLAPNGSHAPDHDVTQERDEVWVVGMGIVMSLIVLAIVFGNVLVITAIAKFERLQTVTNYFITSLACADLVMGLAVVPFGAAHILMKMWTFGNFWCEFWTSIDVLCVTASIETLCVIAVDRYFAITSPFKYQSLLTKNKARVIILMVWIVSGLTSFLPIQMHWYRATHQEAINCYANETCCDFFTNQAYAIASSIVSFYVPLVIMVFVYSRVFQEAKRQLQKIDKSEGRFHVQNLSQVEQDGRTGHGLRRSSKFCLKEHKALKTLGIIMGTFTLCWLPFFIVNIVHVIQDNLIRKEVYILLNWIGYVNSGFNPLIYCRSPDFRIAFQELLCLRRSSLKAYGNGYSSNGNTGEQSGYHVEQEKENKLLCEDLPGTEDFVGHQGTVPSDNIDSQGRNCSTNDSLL
FBPA coupling cs = inhibits coupling enzyme system, counter-screen for aldolase hits; coupling enzyme system counterscreen, AmpLite Red fluorescence; activity change, negative = inhibition, % at 58.2 µM, hits read low; actives 0.67% (n = 290,000); AID 2472; in the data active = activity change below about -30%
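Compounds tested against the coupling enzymes alone at 57.5 uM final; readout was AmpLite Red fluorescence (525/598 nm) after 20 min at RT.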
Eya2 phos inh = Eya2 (human) phosphatase inhibition; actives 0.006% (n = 330,000); AID 488837; recombinant Eya2, OMFP fluorescence dephosphorylation (OMFP is methylfluorescein phosphate); Potency, µM (titrated, usually from 76.9 µM), for inactives: top-dose activity, negative = inhibition, actives largely listed as inhibitors; also: potency is read from the fitted curve at half-maximal effect
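Eya2 (0.2 uM) preincubated 10 min at ambient with compound, then OMFP substrate added at 50 uM; 10 min reaction in 50 mM HEPES pH 7.5, 50 mM NaCl, 5 uM MgCl2, 0.05% BSA, 1 mM DTT. Fluorescence read at Ex 485/Em 525 nm.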
KCNH2 WT inh = KCNH2 (human, wildtype) channel inhibition; Q12809; U2OS, BacMam KCNH2, thallium flux FluxOr; hits give low values; activity change, % at 1.84 µM; actives 0.37% (n = 340,000);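 active = maximum activity change below -70%; inconclusive = maximum activity change between -70% and -50%; inactive = maximum activity change above -50%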
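U2OS cells transduced with wild-type KCNH2 virus are loaded with FluxOr dye for 45 min, and thallium flux is measured in kinetic reads before and after stimulation buffer. Rate constants are normalized to DMSO controls.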
GALK inh = galactokinase (human) inhibition. actives 0.007% (n = 270,000). AID 1868. P51570. Purified GALK, Kinase-Glo residual ATP luminescence. Potency, µM (titrated, usually from 57.5 µM), inactives show at the top dose activity change, negative = inhibition, actives largely listed as inhibitors; also: potency is read from the fitted curve at half-maximal effect
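Galactose (100 uM) and ATP (35 uM) were turned over by 5 nM GALK for 1 h at RT. Kinase-Glo Plus then converted the remaining ATP into a luminescent signal.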
Active calls of the source: *; ? = inconclusive; . = no result given; & = joins results of further samples; [ ] = remark or other dose. Unless noted, calls follow the shape of the dose curve; as a rule, active = well fitted curve in the direction sought with a large enough effect; inconclusive = small, poorly fitted or top-dose-only effect, or another doubt; inactive = no such curve, though single readings can be large; an effect the other way counts as inactive or inconclusive. Unless noted, % is scaled to controls: 0 for no effect and ±100 for the full control effect.

SMILES	USP2a inh	uPA generation	KCNH2 3.1 block	PKM2 activator	Chronic BCR inh	Giardia kill	B2AR arrestin	FBPA coupling cs	Eya2 phos inh	KCNH2 WT inh	GALK inh
CC[C@]1(C(=O)OC)[C@H]2C(=O)N(C)C(=O)[C@H]2[C@H]2CN=C(SCc3ccc(C(=O)OC)cc3)N21	2%	5%	-39	.	?	1	-0.5%	.	4%	6	.
CO/N=C/NC(=O)NOCc1c(Cl)cccc1Cl	.	-12%	-6	0%	.	-14	.	0	.	5	-3%
COc1ccc(C2/C=C\CN(C(=O)C3CCCCC3)CC(=O)N2Cc2ccc(F)cc2)cc1 (stereo unspecified)	7%	17%	5	0%	0%	-15&-18	-0.8%	2&0	-7%	6	-7%
COc1cccc(NC(=O)c2ccc(CN3CCOCC3)cc2)c1	2%	-10%	16	-11%	?	-25	-1.4%	0	-1%	8	-1%
CCc1ccccc1N(C(=O)CCC(=O)Nc1cc(C)on1)C(C(=O)NC1CCCC1)c1ccco1 (stereo unspecified)	-2%	4%	0	-1%	0%	4	0.5%	3	3%	-6	1%
Cc1ncc([N+](=O)[O-])n1CC(=O)Nc1ccc(Cl)cc1	6%	3%	-10	.	-2%	11	0.3%	-1	7%	-3	-3%
Cc1cccc(S(=O)(=O)Nc2ccc(-c3ccc4nncn4n3)cc2)c1	0%	-4%	-11	.	?	-2	-0.1%	.	10%	-16	.
CCC1COCCS(=O)(=O)N1Cc1ccccc1 (stereo unspecified)	0%	4%	-14	2%	-12%	-5	-0.8%	-1	8%	-5	.
CN(C)CCCN(C(=O)c1ccc2c(c1)CCCC2)c1nc2cc3c(cc2s1)OCO3	-1%	-6%	-7	5%	?	8	-0.1%	-2	-8%	21	3%
Cc1ccc(NC(=Nc2ccc(Br)cc2)N2CCOCC2)cc1C	2%	2%	-40	-3%	4%	11	-0.6%	2	-2%	33	-1%
CCOC(=O)COc1cccc2c(=O)n(CC(=O)N3CCc4ccccc43)ccc12	2%	-6%	-12	-6%	1%	-2	0.0%	-1	-14%	-1	1%
COc1cccc(NC(=O)CN(C)C(=O)C2CC3C=CC2C3)c1 (stereo unspecified)	1%	-1%	-13	.	-1%	10	-0.7%	.	3%	-2	.

Part of the list above in order of number of heavy atoms, rising:
SMILES	USP2a inh	uPA generation	KCNH2 3.1 block	PKM2 activator	Chronic BCR inh	Giardia kill	B2AR arrestin	FBPA coupling cs	Eya2 phos inh	KCNH2 WT inh	GALK inh
CCOC(=O)COc1cccc2c(=O)n(CC(=O)N3CCc4ccccc43)ccc12	2%	-6%	-12	-6%	1%	-2	0.0%	-1	-14%	-1	1%
CC[C@]1(C(=O)OC)[C@H]2C(=O)N(C)C(=O)[C@H]2[C@H]2CN=C(SCc3ccc(C(=O)OC)cc3)N21	2%	5%	-39	.	?	1	-0.5%	.	4%	6	.
COc1ccc(C2/C=C\CN(C(=O)C3CCCCC3)CC(=O)N2Cc2ccc(F)cc2)cc1 (stereo unspecified)	7%	17%	5	0%	0%	-15&-18	-0.8%	2&0	-7%	6	-7%

New compounds follow.
SMILES	USP2a inh	uPA generation	KCNH2 3.1 block	PKM2 activator	Chronic BCR inh	Giardia kill	B2AR arrestin	FBPA coupling cs	Eya2 phos inh	KCNH2 WT inh	GALK inh
CCc1ccccc1NC(=S)N1CCC(C(=O)c2ccc(F)cc2)CC1	-3%	-4%	0	0%	?	-5	-0.6%	-3	-9%	0	-4%
CCN(CC)CCCNC(=O)CCn1nc(-c2ccccc2)ccc1=O	0%	7%	2	.	0%	18	0.1%	1	-18%	-5	-1%
CC(NC(=O)c1cc(-c2ccccc2)on1)c1ccccc1 (stereo unspecified)	-1%	.	-114*	3%	0%	15	0.2%	4	-1%	-9	0%
O=C(NCc1ccccc1C(F)(F)F)C1CC(c2ccccc2C(F)(F)F)=NO1 (stereo unspecified)	-13%	14%	-4	1%	-15%	-17	-0.5%	9	-29%	3	-1%
NC(=O)c1c(NC(=O)c2ccccc2)sc2c1CCc1ccccc1-2	3%	.	-28	6%	-5%	6	-0.3%	-2	22%	8	-2%
O=C(NC1CCN(C(=S)NCc2ccco2)CC1)NC12CC3CC(CC(C3)C1)C2	0%	7%	-7	2%	?	20	-0.3%	0	0%	3	-1%
Cc1cc(C(=O)N2CCCC(N3CCN(c4ccccc4C)CC3)C2)nc(C)n1 (stereo unspecified)	0%	-1%	13	-4%	7%	-11	-1.2%	2	2%	7	-8%
CC(C)NC(=O)c1ccc(COc2cc(Cl)ccc2Cl)o1	1%	-3%	-3	.	-14%	-12	0.2%	0	-4%	13	.
CCN1CCN(S(=O)(=O)c2ccc(S(=O)(=O)N(CC)Cc3ccccc3)cc2)CC1	4%	-16%	-9	2%	6%	7	-0.3%	2	2%	-1	1%
Cc1ccc(-n2c(C)cc(/C=C3/SC(=O)N(CC(=O)N4CCOCC4)C3=O)c2C)nc1	3%	-1%	3	-9%	7%	-10	-0.1%	-11	7%	4	5%
CNC(=O)c1cc(C(=O)c2ccc(C(F)(F)F)cc2)c[nH]1	0%	2%	10	.	?	-14	0.5%	-1	-5%	4	0%
N=c1c(S(=O)(=O)c2ccc(Cl)cc2)cc2c(=O)n3ccccc3nc2n1Cc1cccnc1	13%	-25%	-18	1%	1%	24	-0.4%	.	0%	10	8%

Only Eya2 phos inh, USP2a inh and KCNH2 3.1 block, for some of the entries so far:
| compound | Eya2 phos inh | USP2a inh | KCNH2 3.1 block |
| --- | --- | --- | --- |
| CCc1ccccc1NC(=S)N1CCC(C(=O)c2ccc(F)cc2)CC1 | -9% | -3% | 0 |
| CCN(CC)CCCNC(=O)CCn1nc(-c2ccccc2)ccc1=O | -18% | 0% | 2 |
| CC(NC(=O)c1cc(-c2ccccc2)on1)c1ccccc1 (stereo unspecified) | -1% | -1% | -114* |
| O=C(NCc1ccccc1C(F)(F)F)C1CC(c2ccccc2C(F)(F)F)=NO1 (stereo unspecified) | -29% | -13% | -4 |

Later entries
Order of values – USP2a inh, uPA generation, KCNH2 3.1 block, PKM2 activator, Chronic BCR inh, Giardia kill, B2AR arrestin, FBPA coupling cs, Eya2 phos inh, KCNH2 WT inh, GALK inh
> COC(=O)c1ccccc1-c1ccc(/C=N/NC(=O)c2cc3ccccc3o2)o1
→ 1%, 6%, -5, 5%, 9%, 8, 0.6%, -3, -2%, 11, -5%
> CC1(C)Cc2c(sc3nc(C4CC4)n(N)c(=O)c23)CO1
→ 2%, 4%, -2, 0%, -10%, 3, -0.3%, -2, 14%, 1, -2%
> O=C(O)C1=NN(c2ccccc2)C(=O)C1
→ -2%, 1%, -18, -13%, 12%, -4, -0.1%, 2, -4%, -2, -3%
> CCn1ncc(Br)c1C(=O)Nc1ccc(Cl)cn1
→ 1%, 4%, -4, -4%, 10%, 30[activator], -0.1%, 5, -4%, 3, 2%
> CCN(CC)S(=O)(=O)c1cc(C(=O)Nc2cccnc2Cl)ccc1Cl
→ 1%, -7%, 17, 2%, -2%, -6, -1.0%, 2, -12%, 8, -3%
> Cc1cc(C)cc(NC(=O)Cn2nnc3ccccc3c2=O)c1
→ 0%, -7%, -11, 5%, -15%, -9, -0.3%, 1, -6%, 1, 0%
> O=C(COC(=O)c1ccccc1SCC(=O)N1CCCC1)NC1CCS(=O)(=O)C1 (stereo unspecified)
→ 1%, -4%, 13, ., 12%, -1, -0.6%, ., -20%, -3, .
> CC(C)c1nnc(NC(=O)CCCC(=O)O)s1
→ 5%, 7%, 2, 2%, -4%, -16, -1.6%, 4, -6%, -4, 2%
> COCc1c(C(=O)OC/C(O)=C(\C#N)c2nc3ccccc3[nH]2)oc2ccccc12
→ 0%, 1%, 36, 4%, 4%, 1, 0.0%, -2, -3%, -7, 1%
> CCOC(=O)N1CCN(CC(O)COc2cc(C)cc(C)c2)CC1 (stereo unspecified)
→ -1%, 2%, 9, ., 0%, 4, -0.6%, 4, 10%, -1, 0%
> CCN(CC)CCCN1C=C2C(=O)C(C)(OC(=O)CCc3ccccc3)C(=O)C=C2C=C1c1ccc(C#N)cc1 (stereo unspecified)
→ -5%, 7%, 4, -8%[11.5 µM], 10%, -10, -0.5%, 1&-18, 9%, 1, 1%
> CCCCSc1nc(C(=O)O)cc(=O)[nH]1
→ -3%, 6%, 15, -1%, 7%, -5, -0.6%, -1, -6%, -4, -3%
> CCCCOc1ccc(C(=O)NCC(=O)NC2CCN(Cc3ccccc3)CC2)cc1
→ 0%, 8%, -28, -8%, 1%, -4, -0.8%, ., 1%, 57, -2%
> Cc1nc(COC(=O)c2c(C)nn(-c3ccccc3)c2C)cs1
→ -1%, 0%, 2, 14%, 2%, 4, 0.3%, 1, -1%, -26, 8%
> CC1(C)CC[C@]2(C(=O)O[C@@H]3OC(CO)[C@@H](O)[C@H](O)[C@H]3O)CC[C@]3(C)C(=CCC4[C@@]5(C)CC[C@H](O[C@@H]6OC(C(=O)O)[C@@H](O)[C@H](O)[C@H]6O)C(C)(C)C5CC[C@]43C)[C@@H]2C1 (stereo partly specified)
→ -5%, 3%, 5, ., 1%, 8, -0.9%, ., 11%, -2, .
